ATXN2 expr inh = inhibitors of ATXN2 expression. hit rate 0.72% among 360,000. AID 1745845. Potency, µM (titrated, usually from 57 µM), without a hit: top-dose activity change, negative = inhibition, actives largely listed as inhibitors. HEK-293 ATXN2-luciferase reporter, luminescence, 24 h; also: potency is read from the fitted curve at half-maximal effect; % is scaled to controls: 0 for no effect and ±100 for the full control effect; nearly all actives have a fitted effect of over 55% in size
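qHTS (up to 57 uM final) was run with 24 h compound exposure of reporter cells at 37 °C. Each well was multiplexed: SteadyGlo luminescence measured ATXN2-luciferase expression after a fluorogenic Gly-Phe-AFC viability readout (25 uM final).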
SW480 rerep = inducers of DNA re-replication in SW480 colon cancer cells. SW480 DNA re-replication, Hoechst DNA content imaging, 48 h. Potency, µM (titrated, usually from 46.1 µM), without a hit: at the top dose re-replication activation, actives largely listed as activators. hit rate 1.8% among 340,000. AID 624297; also: potency is read from the fitted curve at half-maximal effect; % of control where 0% means no effect; nearly all actives have a fitted effect of over 55% in size
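250 cells/well; 23 nL cpd via pin tool; 48 hr, 37 C, 5% CO2; Hoechst 40 min; imager read of total nuclear intensity, ex 405/em 500-530 nm.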
HT1080-NT tox = kills 2HG-producing HT-1080-NT fibrosarcoma cells | Potency, µM (highest dose often 46.1 µM), without a hit: at the top dose activity, negative = less viability, actives largely listed as cytotoxic | hit rate 1.6% among 360,000 | HT-1080-NT fibrosarcoma viability, CellTiter-Glo ATP luminescence, 48 h;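 also: NT is the 2HG producing partner of a matched IDH1 knockdown line; potency is read from the fitted curve at half-maximal effect; 0% = DMSO-treated cells and -100% = media-only wells without cells; nearly all actives have a fitted effect of over 55% in size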
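A 48-hour cytotoxicity screen used HT-1080-NT cells plated 2 hours before compound delivery. ATP-based CellTiter-Glo luminescence measured viability, normalized to DMSO and no-cell controls.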
MCF10A rerep = DNA re-replication induction in MCF 10a cells; MCF 10A DNA re-replication, Hoechst nuclear intensity, 48 h; Potency, µM (titrated, usually from 46.1 µM), for the others: at the highest dose activity, positive = re-replication, actives largely listed as activators; hit rate 2.9% among 350,000; also: potency is read from the fitted curve at half-maximal effect; % of control where 0% means no effect; nearly all actives have a fitted effect of over 50% in size
IL-1B inflam inh = inflammasome signaling inhibition, IL-1 beta readout | THP-1 LPS/ATP IL-1B secretion, AlphaLISA, 16 h; hits give low values | activity change, % at 57.5 µM | hit rate 4.7% among 360,000 | AID 743279; in the data active = activity change below about -50%; inconclusive = mostly about -30% to -49%; also: % is scaled to controls: 0 for no effect and ±100 for the full control effect
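THP-1 cells pretreated 1 hr with compounds (up to 57.5 uM final), then stimulated with LPS (250 ng/mL final) plus ATP (1.25 mM final); secreted IL-1B measured by AlphaLISA after 16 hr, decreased signal indicating inhibition.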
HT1080 IDH1KD tx = HT-1080 IDH1 knockdown cell toxicity (counter line). HT-1080 IDH1 knockdown viability, ATP luminescence, 48 h. Potency, µM (titrated, usually from 46.1 µM), for the others: top-dose activity, negative = toxicity, actives largely listed as cytotoxic. hit rate 2% among 360,000. AID 686971;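 also: potency is read from the fitted curve at half-maximal effect; 0% = DMSO wells and -100% = cell-free medium wells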
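CellTiter-Glo luminescence after 48 h compound exposure at 37 degrees C of IDH1-knockdown HT-1080 cells in 5% FBS RPMI. %Activity scaled between DMSO wells and cell-free media wells, with curves fitted and assigned curve classes.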
WRN helicase inh = blocks human WRN helicase; hit rate 0.46% among 360,000; Q14191; AID 651768; Potency, µM (series often up to 114 µM), for inactives: top-dose activity change, negative = inhibition, most hits filed as inhibitors; WRN helicase unwinding, fluorescent forked duplex, kinetic; also: potency is read from the fitted curve at half-maximal effect; % is scaled to controls: 0 for no effect and ±100 for the full control effect; nearly all actives have a fitted effect of over 55% in size
Target sequence (Q14191 whole entry, looked up): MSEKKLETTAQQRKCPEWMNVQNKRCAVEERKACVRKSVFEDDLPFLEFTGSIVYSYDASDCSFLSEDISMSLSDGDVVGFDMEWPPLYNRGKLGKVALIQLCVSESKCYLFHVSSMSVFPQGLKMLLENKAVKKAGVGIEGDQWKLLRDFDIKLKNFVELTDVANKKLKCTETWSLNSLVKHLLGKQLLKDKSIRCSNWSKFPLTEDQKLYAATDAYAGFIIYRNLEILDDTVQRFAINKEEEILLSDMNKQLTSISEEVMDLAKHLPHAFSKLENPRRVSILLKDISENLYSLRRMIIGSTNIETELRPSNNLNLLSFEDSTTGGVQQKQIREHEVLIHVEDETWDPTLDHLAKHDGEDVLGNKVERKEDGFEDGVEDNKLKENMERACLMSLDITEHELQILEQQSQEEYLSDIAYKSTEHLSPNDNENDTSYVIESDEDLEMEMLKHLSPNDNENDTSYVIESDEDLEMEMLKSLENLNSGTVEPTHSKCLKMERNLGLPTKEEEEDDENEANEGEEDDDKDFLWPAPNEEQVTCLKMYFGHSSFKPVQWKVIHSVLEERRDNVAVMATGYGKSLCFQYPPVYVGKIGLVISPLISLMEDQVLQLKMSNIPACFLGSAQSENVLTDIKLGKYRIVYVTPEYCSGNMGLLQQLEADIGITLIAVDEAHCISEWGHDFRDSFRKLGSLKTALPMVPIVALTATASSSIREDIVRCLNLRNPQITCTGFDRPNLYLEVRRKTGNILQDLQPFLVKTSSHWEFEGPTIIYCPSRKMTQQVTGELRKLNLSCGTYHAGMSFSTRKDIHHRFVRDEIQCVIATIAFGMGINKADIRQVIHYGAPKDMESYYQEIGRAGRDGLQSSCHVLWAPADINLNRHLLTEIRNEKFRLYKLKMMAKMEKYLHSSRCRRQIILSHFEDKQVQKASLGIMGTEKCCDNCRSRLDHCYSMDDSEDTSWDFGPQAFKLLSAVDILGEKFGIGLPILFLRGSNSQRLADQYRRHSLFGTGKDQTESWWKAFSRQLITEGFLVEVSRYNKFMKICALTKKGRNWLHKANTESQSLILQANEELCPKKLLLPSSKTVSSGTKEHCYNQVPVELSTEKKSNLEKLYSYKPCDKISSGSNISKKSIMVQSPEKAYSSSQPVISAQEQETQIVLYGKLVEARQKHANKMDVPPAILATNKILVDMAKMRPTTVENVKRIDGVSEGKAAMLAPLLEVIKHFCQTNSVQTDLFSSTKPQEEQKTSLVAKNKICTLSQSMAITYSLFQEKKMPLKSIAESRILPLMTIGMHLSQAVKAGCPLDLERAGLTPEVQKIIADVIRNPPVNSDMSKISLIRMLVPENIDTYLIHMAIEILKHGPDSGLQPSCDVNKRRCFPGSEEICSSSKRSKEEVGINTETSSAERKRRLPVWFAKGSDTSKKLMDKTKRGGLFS
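Kinetic red-fluorescence monitoring (525/598 nm) tracks WRN helicase activity after 100 nM fluorophore-quencher forked duplex and 2 mM ATP are added to 20 nM enzyme pretreated 15 min at room temperature with compound.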
KB-3-1 tox = KB-3-1 parental cell cytotoxicity; KB-3-1 viability, CellTiter-Glo ATP luminescence, 72 h; Potency, µM (top dose mostly 46.1 µM), inactives show at the highest dose activity change, negative = cytotoxic, usual class: cytotoxic; hit rate 1.4% among 400,000; AID 1347075; also: potency is read from the fitted curve at half-maximal effect; % is scaled to controls: 0 for no effect and ±100 for the full control effect; nearly all actives have a fitted effect of over 60% in size
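Here the drug-naive KB-3-1 line serves as comparator for MDR sub-line selectivity; cells received compound titrations, 72 h at 37 °C, then CellTiter-Glo readout.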
KB-V1 MDR tox = kills drug-selected multidrug resistant KB-V1 cells; hit rate 3.4% among 400,000; Potency, µM (top dose mostly 46.1 µM), without a hit: at the highest dose activity change, negative = cytotoxicity, most hits filed as cytotoxic; KB-V1 MDR cells viability, CellTiter-Glo, 72 h; also: potency is read from the fitted curve at half-maximal effect; % is scaled to controls: 0 for no effect and ±100 for the full control effect; nearly all actives have a fitted effect of over 60% in size
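KB-V1 MDR subline cells in DMEM (phenol-red free, 10% FBS) exposed to compounds in qHTS concentration series for 72 h at 37 degrees C. Viability read by CellTiter-Glo luminescence; concentration-effect curves fitted after normalization and correction.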
An asterisk follows results filed as active; ? = inconclusive; . = no result given; [ ] = remark or other dose. Unless noted, calls follow the shape of the dose curve; as a rule, active = well fitted curve in the direction sought with a large enough effect; inconclusive = small, poorly fitted or top-dose-only effect, or another doubt; inactive = no such curve, though single readings can be large; an effect the other way counts as inactive or inconclusive.

Each structure is followed by: ATXN2 expr inh	SW480 rerep	HT1080-NT tox	MCF10A rerep	IL-1B inflam inh	HT1080 IDH1KD tx	WRN helicase inh	KB-3-1 tox	KB-V1 MDR tox
- CCOc1ccccc1NC(=O)c1ccc2[nH]c(C)c(C)c2c1
  -13%	23µM*	?	?	33	?	-7%	-6%	3%
- O=C(NC(c1ccc(F)cc1)c1ccc2ccccc2n1)C1CCN(CCOc2ccc(F)cc2)CC1 (stereo unspecified)
  28µM*	.	?	.	?	9.2µM*	-5%	?	18µM*
- Cc1cc(/C=N/n2cnnc2)c(C)n1-c1ccc(Cl)cc1Cl
  -24%	17%	-28%	-3%	5	-18%	-1%	-2%	0%
- Cc1c(NC(=O)COC(=O)c2ccc[nH]c2=O)c(=O)n(-c2ccccc2)n1C
  -20%	-4%	17%	-1%	2	11%	2%	9%	0%
- CC(C)C(NC(=O)c1c(F)cccc1F)C(=O)NC1CC(C)(C)NC(C)(C)C1 (stereo unspecified)
  2%	-8%	15%	0%	8	8%	7%	-3%	1%
- Cc1ccc(C)c(NC(=O)C2CCC(C)(C(=O)O)C2(C)C)c1 (stereo unspecified)
  8%	0%	15%	2%	-11	8%	-4%	4%	2%
- CCN(CC)CCn1c(NCc2ccc(C)o2)nc2ccccc21
  2%	-6%	-10%	6%	-16	-1%	-10%	3%	?
- COCCN(CCOC)C(=O)CN1C(=O)NC(Cc2c[nH]c3ccccc23)C1=O (stereo unspecified)
  -13%	0%	-1%	3%	-23	-6%	-3%	-7%	-6%
- O=C(NCCS(=O)(=O)N1CCc2ccccc2C1)c1ccccc1
  13%	-1%	7%	12%	14	4%	-5%	0%	?
- C=CCN(Cc1nc(-c2ccc(OC)c(OC)c2)oc1C)C1CCS(=O)(=O)C1 (stereo unspecified)
  -3%	-1%	7%	0%	-7	1%	6%	-11%	-19%
- Cc1oc2cc3oc(=O)c(CC(=O)NCCCC(=O)O)c(C)c3cc2c1C
  -1%	-4%	18%	0%	-5	27%	3%	13%	-6%
- COc1ccccc1CCC(=O)OCC(=O)NC1CCCCC1
  -6%	6%	-6%	1%	41	7%	7%	-2%	8%
- CCN1CCN(c2ccc(S(=O)(=O)N3CCCCC3)cc2NC(=O)/C=C/c2ccc(OC)c(OC)c2)CC1
  -2%	17%	6%	0%	-5	7%	-5%	0%	-5%
- CCCCCn1c(N2CCC(C(N)=O)CC2)nc2c1c(=O)[nH]c(=O)n2C
  -3%	-9%	-2%	?	24	13%	-8%	2%	21%
- CC1CCCN(C(=O)Nc2ccc(Br)cc2Cl)C1 (stereo unspecified)
  .	-6%	2%	-2%	-26	0%	7%	2%	0%
- O=[N+]([O-])c1cccc(C(=S)N2CCN(c3ccccc3)CC2)c1
  0%	0%	-1%	22%	-12	-4%	-14%	11%	-2%
- N#C/C(=C/c1ccc(F)cc1)c1nc(CCN2C(=O)c3ccccc3C2=O)cs1
  0%	0%	28%	7%	-9	0%	-5%	7%	-1%
- Cc1ccc(C2CC(=O)N3CN(Cc4ccco4)CSC3=C2C#N)cc1 (stereo unspecified)
  9%	-2%	2%	0%	18	12%	-3%	17%	10%
- O=C1CCCC2=C1C(Cc1ccccc1)C1=C(CCCC1=O)O2
  -1%	2%	12%	0%	7	5%	-3%	8%	3%
- O=C(/C=C/c1ccc(S(=O)(=O)N2CCOCC2)cc1)NCc1ccccc1
  .	0%	-3%	1%	-4	-4%	-3%	-4%	-3%
- CCOC(=O)C1Sc2[nH]c(=O)sc2C(c2ccc(Cl)cc2)C1C(=O)OCC (stereo unspecified)
  1%	-2%	-26%	?	9	?	-11%	-5%	0%
- Cc1cc(C)cc(C(=O)NC(CC(N)=O)c2ccc(NC3CCCCCCC3)c([N+](=O)[O-])c2)c1 (stereo unspecified)
  -1%	-8%	11%	-20%	-22	10%	3%	13%	-5%
- CC(=O)Nc1ccc(OCC(O)CN2C(C)CCCC2C)cc1 (stereo unspecified)
  -10%	.	9%	-1%	18	15%	-24%	20%	2%
- COc1ccccc1P(=O)(c1ccccc1)c1ccc([N+](=O)[O-])cc1 (stereo unspecified)
  5%	1%	1%	-4%	10	5%	-3%	11%	5%
- C=CCOc1ccc(/C=N/NC(=O)C(=O)N2CCCCCC2)cc1OC
  -5%	-1%	-14%	1%	17	-10%	-8%	-4%	3%
- CCCCC(CC)CNC(=O)CCS(=O)(=O)c1cccc2nonc12 (stereo unspecified)
  0%	-2%	8%	0%	-8	24%	-12%	-6%	-8%
- COCCNC(=O)C1C(=O)Nc2ccccc2C(=O)N1Cc1ccccc1 (stereo unspecified)
  .	.	7%	.	19	16%	3%	7%	3%
- COc1cccc(C(=O)OCC(=O)c2ccc(Br)s2)c1OC
  2%	-8%	8%	1%	9	2%	0%	-51%	8%
- COC(=O)C1(C)Nc2ccccc2C(=O)N1c1ccccc1OC (stereo unspecified)
  1%	1%	-2%	2%	20	2%	6%	6%	6%
- O=C(CCn1c(=O)c2ccccc2n(CC(=O)N2CCN(c3ccccc3)CC2)c1=O)NCc1ccco1
  -11%	0%	9%	-5%	-14	14%	-2%	4%	-3%

One compound at a time, as listed above:
COc1cccc(C(=O)OCC(=O)c2ccc(Br)s2)c1OC is listed with ATXN2 expr inh: 2%; SW480 rerep: -8%; HT1080-NT tox: 8%; MCF10A rerep: 1%; IL-1B inflam inh: 9; HT1080 IDH1KD tx: 2%; WRN helicase inh: 0%; KB-3-1 tox: -51%; KB-V1 MDR tox: 8%
O=C1CCCC2=C1C(Cc1ccccc1)C1=C(CCCC1=O)O2 is listed with ATXN2 expr inh: -1%; SW480 rerep: 2%; HT1080-NT tox: 12%; MCF10A rerep: 0%; IL-1B inflam inh: 7; HT1080 IDH1KD tx: 5%; WRN helicase inh: -3%; KB-3-1 tox: 8%; KB-V1 MDR tox: 3%

More entries
Each structure is followed by: ATXN2 expr inh	SW480 rerep	HT1080-NT tox	MCF10A rerep	IL-1B inflam inh	HT1080 IDH1KD tx	WRN helicase inh	KB-3-1 tox	KB-V1 MDR tox
- CCCc1nnc(SCC(=O)Nc2nc(C)cs2)n1CCOC
  8%	-5%	0%	10%	4	15%	8%	29%	?
- Cc1cc(NC(=O)CCC(=O)N(CC(=O)NCC2CCCO2)c2ccc(Cl)c(Cl)c2)no1 (stereo unspecified)
  -9%	-2%	0%	5%	14	-1%	-5%	10%	5%
- Cc1ccc(OCCCC(=O)Nc2ccc(S(=O)(=O)Nc3cc(C)nc(C)n3)cc2)cc1
  -14%	-1%	-1%	3%	-6	-3%	-14%	8%	?
- CC(C)c1ccc(CNCCCSc2ncccn2)cc1
  .	-8%	-4%	13%	-7	-14%	2%	-3%	-17%
- COc1ccc(-c2[nH]ncc2CN(CCO)CC23CC4CC(CC(C4)C2)C3)c(OC)c1
  1%	-16%[1.84 µM]	-17%	-15%	?	-12%	3%[57.1 µM]	-1%	-9%
- CSc1nnc(C)c(=O)n1COC(=O)c1ccc(S(=O)(=O)N2CCCC2)cc1
  -11%	-3%	8%	0%	4	5%	0%	18%	-1%
- C=CCNC(=O)c1onc(CSc2ccc(OC)cc2)c1C(=O)O
  139%[activator]	-7%	-1%	10%	5	-11%	8%	-13%	-9%
- COCCNC(=O)C1(C)CCCN(Cc2ccc3ccccc3c2Br)C1 (stereo unspecified)
  0%	.	-28%	.	-6	?	-5%	0%	2%
- COC(=O)c1ccc(NC(=S)N2CCN(Cc3cccc(C)c3)CC2)cc1
  2%	0%	-11%	12%	12	-4%	-4%	1%	-22%
- CCOC(=O)N1CCC(NC(=O)CS(=O)Cc2nc(-c3ccc(OC)c(OC)c3)oc2C)CC1 (stereo unspecified)
  -1%	2%	6%	98%[0.0737 µM]	3	7%	3%	7%	23%
- CC(=O)Nc1ccc(S(=O)(=O)c2cc(O)ccc2O)cc1
  2%	?	-6%	-16%	-4	0%	-5%	14%	29%
- O=C(/C=C/c1c(F)cccc1Cl)c1ccc(F)cc1
  -13%	?	?	?	-2	?	-19%	0%	0%
- Cc1cc(C(=O)CN2CCC(C)CC2)c(C)n1-c1ccc(F)cc1
  7%	-10%	2%	?	-7	2%	-1%	14%	?
- O=C(NC(=S)Nc1ncccn1)c1ccccc1Br
  33%	-8%	0%	0%	9	1%	-1%	17%	2%
- CCN(CC(=O)NCc1ccc(Cl)cc1)S(=O)(=O)c1ccc(NC(C)=O)cc1
  .	15%	-3%	?	-14	-1%	-14%	2%	-29%
- COc1cccc(C(C(=O)NC(C)(C)C)N(C(=O)CCC(=O)Nc2cc(C)on2)C2CC2)c1OC (stereo unspecified)
  -9%	-5%	0%	-1%	1	0%	3%	12%	11%
- O=S(=O)(c1ccc(Br)s1)N1CCN(CCOc2ccccc2)CC1
  -18%	16%	10%	?	?	-15%	-30%	.	.
- O=C(Nc1cccc2ccccc12)c1ccc([N+](=O)[O-])o1
  .	?	?	5.8µM*	-97*	13µM*	8%	?	?
- C[C@H](CO)N1C[C@H](C)[C@@H](CN(C)C(=O)CCC(F)(F)F)OCc2cnnn2CCCC1=O
  2%	.	1%	.	5	18%	-5%	-3%	-9%

High-throughput results deposited in PubChem BioAssay by National Center for Advancing Translational Sciences (NCATS).
